Bioassay records from PubChem BioAssay.
SMN2 splice up: qHTS Assay for Enhancers of SMN2 Splice Variant Expression; HEK293 SMN2-luciferase splicing reporter, luminescence, 30-36 h; Potency, µM (doses to about 46.1 µM), for inactives: at the highest dose activity change, positive = activation, actives largely listed as activators; 2.8% of 210,000 active; AID 1458, 2008; also: potency is read from the fitted curve at half-maximal effect; % of control where 0% means no effect; nearly all actives have a fitted effect of over 55% in size
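HEK293 cells carry an SMN2 […]–luciferase reporter in which exon 7 inclusion puts luciferase in frame. Cells were plated 10-12 h before compound addition, then incubated 30-36 h at 37C. ONE-Glo luminescence was read; sodium butyrate at 4.5 mM final served as control.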
IMPase Li cell: qHTS Assay for Identifying the Cell-Membrane Permeable IMPase Inhibitors: Potentiation with Lithium. CHO-M1 cells, IP1 TR-FRET (IP-One), carbachol + lithium. Potency, µM (top dose mostly 59.4 µM), inactives show top-dose activity, negative = IMPase inhibition, actives largely listed as inhibitors. 0.35% of 210,000 active;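 also: IP1 builds up when IMPase is blocked and the TR-FRET signal falls; potency is read from the fitted curve at half-maximal effect; plate controls were basal vehicle for no effect and high inhibitor control for full effect; nearly all actives have a fitted effect of over 50% in size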
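Test compounds were applied to CHO-M1 cells previously cultured for 16–30 h at 2000 per well. A small lithium amount accompanied them; after 30 min at 37C, IP1 was quantified by TR-FRET.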
HTT ATP protect: qHTS Multiplex Assay to Identify Dual Action Probes in a Cell Model of Huntington: Cytoprotection (ATP). Potency, µM (series often up to 56.4 µM), without a hit: cytoprotection (ATP increase), usual class: activators. PC12 HTT-Q103 induced, cytoprotection, ATP luminescence, 40 h. 0.14% of 230,000 active. AID 1471, 2008;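 also: potency is read from the fitted curve at half-maximal effect; % of control where 0% means no effect; nearly all actives have a fitted effect of over 45% in size; toxic huntingtin expression switched on by the ecdysone agonist tebufenozide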
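PC12 cells with ecdysone-inducible HTT exon 1 Q103-GFP, induced with 100 nM tebufenozide and co-treated with library compounds in a dose series (1536-well, 1500 cells/well). Cytoprotection read as ATP content by ATPlite luminescence.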
CBFb-RUNX1 inh: qHTS Assay for Compounds Blocking the Interaction Between CBF-beta and RUNX1 for the Treatment of Acute Myeloid Leukemia | Runt-related transcription factor 1 (Homo sapiens) + Core-binding factor subunit beta … | AlphaScreen CBFb-His/RUNX1-biotin binding, biochemical | Potency, µM (series often up to 59.8 µM), for the others: at the highest dose activity, negative = inhibition, hits mostly inhibitors | 230,000 tested, under 10 active | AID 1477, 2009; also: % of control where 0% means no effect
Target sequence (Q01196 whole entry, looked up): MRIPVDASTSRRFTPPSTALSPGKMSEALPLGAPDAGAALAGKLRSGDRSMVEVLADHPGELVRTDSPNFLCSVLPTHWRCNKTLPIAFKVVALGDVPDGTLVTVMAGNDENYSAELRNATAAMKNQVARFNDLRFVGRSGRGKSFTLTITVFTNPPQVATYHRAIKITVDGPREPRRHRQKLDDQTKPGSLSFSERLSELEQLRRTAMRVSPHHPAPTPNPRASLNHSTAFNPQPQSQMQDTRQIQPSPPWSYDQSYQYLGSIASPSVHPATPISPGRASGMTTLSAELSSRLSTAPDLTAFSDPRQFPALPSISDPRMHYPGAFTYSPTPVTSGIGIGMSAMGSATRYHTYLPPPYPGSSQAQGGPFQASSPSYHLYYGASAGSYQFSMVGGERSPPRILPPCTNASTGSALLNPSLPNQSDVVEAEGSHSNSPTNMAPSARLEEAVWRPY
Target sequence (Q13951 whole entry, looked up): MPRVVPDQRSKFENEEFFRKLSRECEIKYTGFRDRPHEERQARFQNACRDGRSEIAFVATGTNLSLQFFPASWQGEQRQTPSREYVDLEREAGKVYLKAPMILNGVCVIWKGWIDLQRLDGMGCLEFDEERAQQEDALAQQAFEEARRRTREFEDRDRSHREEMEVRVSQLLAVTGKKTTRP
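Compounds were screened at multiple concentrations against a preformed CBF-beta(His)/RUNX1(biotin) complex (30 nM of each) for 15 min at room temperature, followed by 90 min with nickel and streptavidin beads and AlphaScreen reading.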
LMNA splice mod: qHTS Assay for Modulators of Lamin A Splicing; HeLa LMNA splicing GFP/RFP minigene ratio, 48 h; Potency, µM (doses to about 46.1 µM), for the others: at the top dose ratio change, negative = inhibition, most hits filed as inhibitors; 0.01% of 200,000 active; active = well fitted inhibition curve with a large enough effect in the signal ratio, with a control signal flat, not every such curve was filed as active; inconclusive = small, poorly fitted or top-dose-only effect, or effect the other way, or a change in a side signal; the % refers to the signal ratio; also: potency is read from the fitted curve at half-maximal effect; % is scaled to controls: 0 for no effect and ±100 for the full control effect
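S3 HeLa stable clones carrying a lamin A-EGFP splicing minigene plus DsRed2 were seeded at 600 cells/well in Opti-MEM with 2% FBS, pin-dosed and incubated 48 h at 37°C. Acumen cytometry (488 nm) gave the GFP/RFP total-intensity ratio.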
Luc counter: Counterscreen for Luciferase (Kinase-Glo TM) Inhibition; 0.28% of 200,000 active; Luciferin 4-monooxygenase (Photuris pensylvanica), Q27757; Kinase-Glo luciferase, ATP luminescence, 8 min; Potency, µM (titrated, usually from 38.3 µM), inactives show at the highest dose activity change, negative = inhibition, actives largely listed as inhibitors; also: potency is read from the fitted curve at half-maximal effect; % is scaled to controls: 0 for no effect and ±100 for the full control effect; nearly all actives have a fitted effect of over 60% in size
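Recombinant Kinase-Glo luciferase, 10 uM ATP (linear range), luciferin; imidazole pH 7.2 / KCl / MgCl2 / Tween / BSA buffer; 8 min RT; luminescence.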
HTT aggregate: qHTS Multiplex Assay to Identify Dual Action Probes in a Cell Model of Huntington: Aggregate Formation (GFP); PC12 HttQ103-GFP aggregates, Acumen cytometry, 40 h; Potency, µM (top dose mostly 46.1 µM), inactives show top-dose activity change, negative = inhibition, usual class: inhibitors; 1.1% of 220,000 active; AID 1688, 2009; also: potency is read from the fitted curve at half-maximal effect; % is scaled to controls: 0 for no effect and ±100 for the full control effect; nearly all actives have a fitted effect of over 60% in size
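Read-out: GFP aggregate count by laser scanning cytometer (488 nm excitation, 500-530 nm emission, 1–25 µm objects >6 SD above background). Cells: PC12, inducible HTTex1-Q103-GFP, 100 nM tebufenozide; compounds titrated.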
* = called active by the depositor; ? = inconclusive; nt = no result given; & = joins results of further samples; [ ] = dose if it differs, or a comment. Unless noted, calls follow the shape of the dose curve; as a rule, active = well fitted curve in the direction sought with a large enough effect; inconclusive = small, poorly fitted or top-dose-only effect, or another doubt; inactive = no such curve, though single readings can be large; an effect the other way counts as inactive or inconclusive. An unsorted share of the library; 4% or so of the library scored in one or more.

Below each compound: CBFb-RUNX1 inh, LMNA splice mod, Luc counter, SMN2 splice up, IMPase Li cell, HTT ATP protect, HTT aggregate
[1] Cc1cccc(/C=N\NC(=O)c2ccc(Cl)cc2)c1O
    -4%, ?, -4%, nt, 5%, -82%[inhibitor][10 µM], 0.45µM*
[2] CC1=C(C(=O)N(C)C)C(c2ccc(Cl)c(Cl)c2)NC(=O)N1 (stereo not given)
    -4%, 5%, -1%, -1%, -5%[38.3 µM], -6%[0.074 µM], -2%
[3] CCOC(=O)c1cccc(NC(=O)c2cccs2)c1
    2%, -6%, -4%, -11%, -4%[38.3 µM], -23%[10 µM], 5%
[4] CC(=O)Nc1ccc2c(c1)/C(=C/c1ccc([N+](C)(C)C)cc1)c1ccccc1-2
    nt, nt, 0%[7.66 µM], -6%[9.22 µM], -5%, 0%[10 µM], nt
[5] Cc1cc(NC(=O)CSc2ccccc2)no1
    9%, -1%, -3%, -20%, -2%[38.3 µM], 29%, 6%
[6] O=c1oc(-c2ccco2)nc2sc3c(c12)CCCC3
    2%, -2%, ?, 14µM*, 4%, -94%[inhibitor][10 µM], ?
[7] COC(=O)CNC(c1ccccc1)c1cc(Br)ccc1NC(=O)OCc1ccccc1 (stereo not given)
    -2%, ?, 1%, -5%, 10%[38.3 µM], -24%, ?
[8] CC(C)(C)n1ncc2c(=O)n(Cc3ccc(Cl)cc3Cl)cnc21
    2%, -13%, -5%, -46%[inhibitor], 23%[38.3 µM], -12%, ?
[9] CCCCC(O)(CCCC)C(=O)NN(C(=O)OCC)c1ccccc1
    -8%, -8%, -1%, -20%, 14%, -14%[1.9 µM], 14%
[10] NS(=O)(=O)c1ccc(CCN2C(=O)/C(=C\c3ccc(Cl)cc3)SC2=S)cc1
    5%, ?, -2%, -68%, 0%, 8%[10 µM], ?
[11] Cc1ccc2[nH]c(=O)c(CN(CC3COCCO3)C(=O)Nc3ccccc3C)cc2c1 (stereo not given)
    -5%, nt, -4%, -26%, 7%, -14%[10 µM], 14%[9.22 µM]
[12] Cc1ccc(-c2[nH]nc3c2C(c2ccc(OC(=O)N4CCOCC4)cc2)C(C#N)=C(N)O3)cc1 (stereo not given)
    6%, 16%, -4%, 22%, 36%[activator][38.3 µM], 6%[10 µM], -3%
[13] CCCC(NC(=O)CNC(=O)C(C)(C)C)C(=O)O (stereo not given)
    13%, 1%, -4%, 22%, 10%[38.3 µM], 2%[0.074 µM], 4%
[14] O=C(Nc1ccc2c(c1)OCO2)C1CCN(S(=O)(=O)c2cccc3cccnc23)CC1
    4%, 4%[0.0737 µM], 3%, -13%, -8%[38.3 µM], -24%, -12%
[15] CC(=O)c1cccc(NC(=O)N2CCCC2C(=O)NCc2ccccc2)c1 (stereo not given)
    4%, 4%, -3%, 0%, 9%[38.3 µM], -15%[10 µM], -8%
[16] COc1cccc(C(=O)/C(C#N)=N/Nc2cccc(-c3ccnc(C)n3)c2)c1
    -3%, nt, nt, nt, nt, 10%[10 µM], -3%[9.22 µM]
[17] O=C1C(Oc2ccccc2)C(c2cccs2)N1Cc1ccc2c(c1)OCO2 (stereo not given)
    1%, 1%, 0%, -19%, 22%[38.3 µM], -42%[inhibitor], 0%
[18] Cc1sc(NC(=O)c2ccc(=O)n(C)n2)nc1-c1ccccc1
    2%, nt, -3%, 11%, -12%, -71%[inhibitor], ?
[19] CC(C)NCC(O)COCCOc1ccc(Cl)cc1 (stereo not given)
    13%, nt, nt, nt, nt, -4%[10 µM], -7%[9.22 µM]
[20] CCn1c(SC/C=C/c2ccccc2)nnc1-c1cccs1
    3%, 1%, 2%, 0%, 28%[38.3 µM], -16%, -4%
[21] COc1cc(S(=O)(=O)N2CCOCC2)ccc1NC(=O)COC(=O)c1ccccn1
    3%, -1%, -1%, -52%[inhibitor], -1%[38.3 µM], -27%, 11%
[22] O=C(Cc1ccc(F)cc1)Nc1cccc(-c2cn3c(n2)SCC3)c1
    -10%, ?, 10%, -46%[inhibitor], -8%, -33%[inhibitor], -6%
[23] OCC[C@H]1C[C@H](O)[C@@H](O)[C@@]2(CCCCO2)O1
    -2%[2.36 µM], 2%, 14%, 6%, 3%, nt, -10%
[24] Cc1ccc(C2c3c(oc4cc(C)c(C)cc4c3=O)C(=O)N2CCCN2CCOCC2)cc1 (stereo not given)
    1%, -3%, 2%, -4%, 17%[38.3 µM], -11%, 5%
[25] COc1ccc(/C=C/C(=O)Nc2ccncc2)cc1OC
    16%, -7%[46 µM], 0%, nt, 18%, 12%[10 µM], -22%[9.22 µM]
[26] CCOC(=O)C1=C(C)NC2=C(C(=O)CC(C)(C)C2)C1c1ccc(N(C)C)cc1 (stereo not given)
    -1%, 2%, -2%, -6%, 11%[38.3 µM], -19%[10 µM], 20%
[27] CCOCCCN(C(=O)Nc1ccc(CC)cc1)C1CCN(C(C)=O)CC1
    12%, 11%, -2%, 2%, 25%[38.3 µM], -16%[0.074 µM], 9%
[28] CCNC(=O)C(=O)c1c(-c2ccccc2)[nH]c2ccccc12
    14%, 29%[46 µM], 2%, 5%, -6%, 18%, -5%
[29] CCN(CC)CCCNC(=O)C(C)n1nc(C)c2sc3ccccc3c2c1=O (stereo not given)
    1%, -5%, -4%, ?, 44%[activator][38.3 µM], 12%, 17%
[30] O=C(CS(=O)(=O)c1ccc(C(F)(F)F)cn1)NNC(=O)c1ccccc1
    0%, nt, nt, nt, nt, -11%[10 µM], -21%[9.22 µM]
[31] CC(=O)[C@@H]1[C@@H]2C(=O)N(Cc3ccccc3)C(=O)[C@@H]2C2c3ccccc3C=CN21 (stereo not given in full)
    5%, 2%, -2%, 8%, 3%[38.3 µM], -32%, -2%
[32] O=C(CSc1nc2ccccc2s1)N/N=C/c1cc([N+](=O)[O-])ccc1O
    -30%, nt, nt, nt, nt, 8%[10 µM], 7%[9.22 µM]
[33] Cc1ccccc1NC(=O)CSc1nnc(C)c(=O)[nH]1
    0%, nt, -1%, -23%&0%, 1%, -3%, -9%
[34] CCC(C(=O)Nc1nccs1)c1ccccc1 (stereo not given)
    2%, 6%, 1%, -4%, 2%[38.3 µM], 9%, -15%
[35] Cc1ccccc1OCC(=O)Nc1nnc(-c2ccco2)s1
    1%, nt, nt, nt, nt, 9%[10 µM], -8%[9.22 µM]
[36] CCC1=C(OC(=O)N(CC)CC)N2C(=O)OC(=NCC(=O)OC)[C@]2(Cc2ccccc2)[C@H]2C1=CC[C@H]1C(=O)N(C)C(=O)[C@H]12
    4%&9%, nt, 1%, -8%, -2%, -18%, 17%[9.22 µM]
[37] O=C(OC1CCCCC1=O)c1cc(=O)c2ccccc2o1 (stereo not given)
    10%, 2%, 1%, ?, 22%[38.3 µM], 12%, -2%
[38] COc1cccc(CN(C)C(=O)c2ccc(S(=O)(=O)N3CCCC3)cc2)c1OC
    -3%, ?, -2%, -14%, 9%[38.3 µM], 14%[10 µM], -6%
[39] O=[n+]1c2c(n([O-])c3cc(Br)ccc31)CCC2
    0%, 4%, 8%, -8%, 20%[38.3 µM], ?, 12%[9.22 µM]
[40] Cc1ccc(NC(=S)NNC(=O)c2nnn(-c3ccccc3)c2C)cc1
    nt, ?, 2%, 15%, 5%, 19%[10 µM], -6%
[41] Cc1ccc[n+](CC2OCc3ccccc3CO2)c1
    6%, -8%[9.22 µM], 1%, nt, 13%, 10%[10 µM], 30%[9.22 µM]

Of the compounds above, these have a halogen.
Below each compound: CBFb-RUNX1 inh, LMNA splice mod, Luc counter, SMN2 splice up, IMPase Li cell, HTT ATP protect, HTT aggregate
[1] Cc1cccc(/C=N\NC(=O)c2ccc(Cl)cc2)c1O
    -4%, ?, -4%, nt, 5%, -82%[inhibitor][10 µM], 0.45µM*
[2] CC1=C(C(=O)N(C)C)C(c2ccc(Cl)c(Cl)c2)NC(=O)N1 (stereo not given)
    -4%, 5%, -1%, -1%, -5%[38.3 µM], -6%[0.074 µM], -2%
[7] COC(=O)CNC(c1ccccc1)c1cc(Br)ccc1NC(=O)OCc1ccccc1 (stereo not given)
    -2%, ?, 1%, -5%, 10%[38.3 µM], -24%, ?
[8] CC(C)(C)n1ncc2c(=O)n(Cc3ccc(Cl)cc3Cl)cnc21
    2%, -13%, -5%, -46%[inhibitor], 23%[38.3 µM], -12%, ?
[10] NS(=O)(=O)c1ccc(CCN2C(=O)/C(=C\c3ccc(Cl)cc3)SC2=S)cc1
    5%, ?, -2%, -68%, 0%, 8%[10 µM], ?
[19] CC(C)NCC(O)COCCOc1ccc(Cl)cc1 (stereo not given)
    13%, nt, nt, nt, nt, -4%[10 µM], -7%[9.22 µM]
[22] O=C(Cc1ccc(F)cc1)Nc1cccc(-c2cn3c(n2)SCC3)c1
    -10%, ?, 10%, -46%[inhibitor], -8%, -33%[inhibitor], -6%
[30] O=C(CS(=O)(=O)c1ccc(C(F)(F)F)cn1)NNC(=O)c1ccccc1
    0%, nt, nt, nt, nt, -11%[10 µM], -21%[9.22 µM]
[39] O=[n+]1c2c(n([O-])c3cc(Br)ccc31)CCC2
    0%, 4%, 8%, -8%, 20%[38.3 µM], ?, 12%[9.22 µM]
